Assay outcomes as filed in PubChem.
ST2 IL33 inh: blocks human ST2 binding to IL-33. Q01638. AlphaLISA ST2-Fc/biotin-IL-33 interaction, 1 h. inhibition, % for hits at 17 µM. 2.3% of 78,000 active; in the data active = inhibition above about 30%; inconclusive = mostly about 10% to 28%
Target sequence (Q01638 whole entry, looked up): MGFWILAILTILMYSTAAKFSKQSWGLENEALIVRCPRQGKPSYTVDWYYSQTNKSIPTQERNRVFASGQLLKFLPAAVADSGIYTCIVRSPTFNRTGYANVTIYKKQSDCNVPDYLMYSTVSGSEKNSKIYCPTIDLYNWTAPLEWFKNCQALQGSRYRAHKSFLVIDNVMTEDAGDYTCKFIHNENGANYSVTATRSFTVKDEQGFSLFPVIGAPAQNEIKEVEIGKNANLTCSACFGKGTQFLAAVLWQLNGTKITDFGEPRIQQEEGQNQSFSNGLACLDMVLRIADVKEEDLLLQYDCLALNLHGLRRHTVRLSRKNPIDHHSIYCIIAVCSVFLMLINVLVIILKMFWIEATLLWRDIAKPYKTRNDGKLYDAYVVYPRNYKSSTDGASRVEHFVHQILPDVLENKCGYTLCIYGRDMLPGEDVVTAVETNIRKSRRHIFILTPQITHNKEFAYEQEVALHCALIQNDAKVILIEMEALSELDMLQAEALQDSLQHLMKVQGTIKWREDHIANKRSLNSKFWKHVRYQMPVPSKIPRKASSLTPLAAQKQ
* = called active by the depositor; i = inactive; ? = inconclusive. The list is partial; count on the stated rates, not on these rows.

SMILES | ST2 IL33 inh
COc1ccc(Cl)cc1S(=O)(=O)N1CCN(C23CC4CC(CC(C4)C2)C3)CC1 | i
COc1cccc(C2NC(=O)NC3=C2CCc2ccccc23)c1 (stereo unspecified) | i
O=C(NC1CC1)c1ccc2c(c1)N(Cc1ccc(Cl)cc1)C(=O)CS2 | i
Nc1ncnc(N(CCO)Cc2ccccc2)c1[N+](=O)[O-] | i
CCOc1cc(CN2CCN(c3ccccc3OCC)CC2)ccc1OC | ?
COc1cccc(CCNC2CCN(c3ccc(NC(=O)c4ccc(C)cc4C)cc3)CC2)c1 | i
NCCCS(=O)(=O)O | i
Cc1ccc(NC(=O)C(=O)NCC(O)c2ccccc2)cc1 (stereo unspecified) | i
COc1cc(C(=O)Nc2cccc([N+](=O)[O-])c2)cc(OC)c1OC | i
CN(C)c1nc(N)c(C(=O)N=C(N)N)nc1Cl | i
Cc1ccc(OCC(=O)O/N=C(/N)Cc2ccc(Cl)cc2)cc1 | i
O=C(CCC1=NS(=O)(=O)c2ccccc2N1)NC1CCCCCCC1 | i
Oc1ccc(Br)cc1CN1CCC(N2CCOCC2)CC1 | i
O=C(O)c1ccc(CC2CCCN(C(=O)C3CCS(=O)(=O)CC3)C2)cc1 (stereo unspecified) | i
CSCc1nnc(NC(=O)c2ccc(S(=O)(=O)N3CCCCC3C)cc2)o1 (stereo unspecified) | i
COc1ccc(CCNC(=O)C2CCC(=O)N(C3CCCC3)C2)cc1 (stereo unspecified) | i
COC(=O)c1sccc1S(=O)(=O)Nc1ccc(F)cc1F | i
C=CCOc1nc2c(c(=O)n(Cc3ccccc3Cl)c(=O)n2C)n1C | i
CN(CCC#N)C(=O)c1cc2c(=O)n3ccccc3nc2n1C | ?
CCOC(=O)c1sc(NC(C)=O)c(C(=O)OCC)c1C | i
O=C(CSc1c2c(nc3ccc(Cl)cc13)CCCC2)NC1CC1 | i
Cc1ccc2oc(C(=O)NCC3COc4ccccc4O3)c(C)c2c1 (stereo unspecified) | i
COC(=O)[C@H](NC(=O)[C@@]1(O)C[C@@H](O)[C@H](O)[C@@H](NS(=O)(=O)c2cccc(C(F)(F)F)c2)C1)C(C)C | i
CC(=O)[C@H]1CCC2C3CC=C4C[C@@H](OS(=O)(=O)O)CC[C@]4(C)C3CC[C@@]21C (stereo partly specified) | i
O=C(CN1CCCN(C(=O)C2CCCO2)CC1)Nc1nc2ccccc2[nH]1 (stereo unspecified) | i

Gathered by group, those above containing a carbonyl joined to an NH by a bond outside any ring (12)
SMILES | ST2 IL33 inh
O=C(NC1CC1)c1ccc2c(c1)N(Cc1ccc(Cl)cc1)C(=O)CS2 | i
COc1cccc(CCNC2CCN(c3ccc(NC(=O)c4ccc(C)cc4C)cc3)CC2)c1 | i
Cc1ccc(NC(=O)C(=O)NCC(O)c2ccccc2)cc1 (stereo unspecified) | i
COc1cc(C(=O)Nc2cccc([N+](=O)[O-])c2)cc(OC)c1OC | i
O=C(CCC1=NS(=O)(=O)c2ccccc2N1)NC1CCCCCCC1 | i
CSCc1nnc(NC(=O)c2ccc(S(=O)(=O)N3CCCCC3C)cc2)o1 (stereo unspecified) | i
COc1ccc(CCNC(=O)C2CCC(=O)N(C3CCCC3)C2)cc1 (stereo unspecified) | i
CCOC(=O)c1sc(NC(C)=O)c(C(=O)OCC)c1C | i
O=C(CSc1c2c(nc3ccc(Cl)cc13)CCCC2)NC1CC1 | i
Cc1ccc2oc(C(=O)NCC3COc4ccccc4O3)c(C)c2c1 (stereo unspecified) | i
COC(=O)[C@H](NC(=O)[C@@]1(O)C[C@@H](O)[C@H](O)[C@@H](NS(=O)(=O)c2cccc(C(F)(F)F)c2)C1)C(C)C | i
O=C(CN1CCCN(C(=O)C2CCCO2)CC1)Nc1nc2ccccc2[nH]1 (stereo unspecified) | i

Given field by field: two of the compounds above
> COc1cccc(CCNC2CCN(c3ccc(NC(=O)c4ccc(C)cc4C)cc3)CC2)c1
  ST2 IL33 inh = i
> NCCCS(=O)(=O)O
  ST2 IL33 inh = i

The list goes on:
SMILES | ST2 IL33 inh
O=C1c2ccccc2C(=O)C2(O)OCCOC12O (stereo unspecified) | i
O=C(Nc1cccc(F)c1)c1oc2ccccc2c1NC(=O)c1c(F)cccc1F | i
COc1ccc(NC(=O)N2C[C@@H]3C[C@H](C2)c2c(NC(=O)c4cncnc4)ccc(=O)n2C3)cc1 | i
CCNC(=O)[C@H]1CC[C@@](C)(C(=O)NCc2cc(C(C)(C)C)n[nH]2)C1(C)C | i
O=C(C[C@@H]1CCNC[C@@H]1Cc1cc(-c2ccc(F)cc2)on1)NCc1ccc2c(c1)OCO2 | i
COCCCNC(=O)c1cnc2n(c1=O)CCS2 | i
O=C(Cn1cnc2sc3c(c2c1=O)CCCC3)Nc1ccc(F)cc1F | ?
NC(=O)CO[C@@H]1CO[C@H]2[C@@H]1OC[C@@H]2NC(=S)Nc1ccccc1 | i
Cc1cc(C)n(-c2ccc3ccccc3n2)n1 | i
O=C(c1cccc(Cn2cccn2)c1)N1CCC2(CC1)C(=O)Nc1ccccc12 | ?
COc1ccc(CCNC(=O)N2C(=O)CCC2=O)cc1OC | i
NC(=O)CSc1nnc(COc2ccc(Cl)cc2Cl)o1 | i
O=C(O)C1CCN(c2nc(-c3ccc([N+](=O)[O-])cc3)cs2)CC1 | i
Cc1cccc(NC(c2cccc([N+](=O)[O-])c2)c2ccc3ccc(C)nc3c2O)n1 (stereo unspecified) | ?
Cc1cc(OCC(O)CN2CCC(C)CC2)ccc1Cl (stereo unspecified) | i
CC(C)(CO)NC(=O)NC1CCCCC1 | ?
CCC(CC)C(=O)Nc1ccc(Nc2nc(C)cc(N(C)C)n2)cc1 | ?
OC1CCN(Cc2cccc(Cl)c2Cl)CC1 | i
CCCN1CCN(c2ncnc3sc(C(=O)O)c(C)c23)CC1 | i
C[C@H]1[C@@H]2[C@@H](O)C([C@H](C)C(=O)N(C)CCC#N)CC[C@@]2(C)CC[C@@H]1NC(=O)c1cncnc1 (stereo partly specified) | i
N#CC(=C1Nc2ccccc2N1)c1nc(C#N)c(C#N)nc1N1CCN(c2ccccc2)CC1 | ?
O=C(O)Cn1nnc(-c2ccc3c(c2)OCO3)n1 | i
FC(F)(F)c1cc(-c2cccs2)nc(NC2CCCC2)n1 | i
COc1ccc(OC)c(C2SCCN2S(=O)(=O)c2ccc(C)c([N+](=O)[O-])c2)c1 (stereo unspecified) | i
CCC(C)NC(=O)C(C)N1C(=O)COc2ccc(C)cc21 (stereo unspecified) | i
SMILES | ST2 IL33 inh
Cc1nc(S(=O)(=O)N2CCC(N3CCCC3=O)CC2)cn1C | ?
Cc1ccc(NC2=CC(c3ccc([N+](=O)[O-])cc3)N(c3ccc(C)cc3)C2=O)cc1 (stereo unspecified) | i
CCn1cc(C(=O)Nc2ccc3c(c2)OCO3)c2cc(OC)c(OC)cc2c1=O | i
COc1ccccc1N1CCN(C2CCN(S(=O)(=O)c3ccc(Cl)cc3)CC2)CC1 | i
O=C1CSC(c2cccnc2)N1c1ccc(Oc2ccccc2)cc1 (stereo unspecified) | i
COc1cccc(C2=NN(C(C)=O)C3(CCCC3)O2)c1 | i
CCCc1nc(NC2CCNCC2)c2cnn(C)c2n1 | ?
O=C1CCCc2nn(-c3ccccc3)c(-c3ccc(F)cc3)c21 | ?
Brc1c(CSc2nc3ccccc3[nH]2)nc2ncccn12 | ?
CCNC(=O)c1ccc(N2CCN(C3CCOCC3)CC2)nc1 | ?
CCCNCc1cccc(-c2ccc(C(N)=O)cc2)c1 | i
CC1(C)C(=O)N(Cc2ccccc2)c2ccccc2N1Cc1ccccc1 | i
O=C(c1ccccc1)N1CCC2(Cl)CCCCC2C1c1ccccc1 (stereo unspecified) | i
O=C(Nc1ccc2snnc2c1)N1CCOCC1 | ?
CC1(C)Cc2nc3sc4c(=O)n(CC(N)=O)cnc4c3cc2CO1 | i
COc1ccc(CN2C[C@H](O)C[C@H]2c2nc(-c3ccc(F)cc3)no2)c(OC)c1OC | 47%*
CCCc1nc2nc[nH]n2c(=O)c1NC(=O)Nc1ccccc1C | i
Cc1nc(C(C)NC(=O)c2cc(COc3cc(C)c(Cl)c(C)c3)on2)cs1 (stereo unspecified) | i
CCC(=O)Nc1ccc(OCC(=O)NCc2cnc(C)cn2)cc1 | i
CNC(=O)[C@@H]1C[C@H](N)CN1C(=O)Cn1c(C2CC2)nc2ccccc21 | i
CCOCCCNCc1ccc(F)cc1Cl | i
NC(=O)c1ccccc1NC(=O)c1cc2ccccn2n1 | ?
CCn1c(C2CCN(C(=O)Cc3nonc3C)CC2)nn(C)c1=O | i
C[C@H](CC[C@@]1(O)O[C@H]2CC3C4CCC5C[C@@H](OC6OC(CO)C(O[C@@H]7O[C@@H](C)[C@H](O)[C@@H](O)[C@H]7O)C(O)C6OC6OC(CO)C(O)C(O)C6O)CC[C@]5(C)C4CC[C@]3(C)[C@H]2[C@@H]1C)CO[C@@H]1O[C@H](CO)[C@@H](O)[C@H](O)[C@H]1O (stereo partly specified) | i
O=C(O)CCCC(=O)NC1CCCCCCC1 | i
SMILES | ST2 IL33 inh
CCCCOC(=O)C1=C(C)Nc2ncnn2C1c1ccc(Cl)cc1 (stereo unspecified) | i
COc1ccc(OC)c(-c2cc(Cl)c3c(c2)CC(CNC(=O)C(C)n2nc(C)cc2C)O3)c1 (stereo unspecified) | i
O=C(c1cc2n(n1)CCN(Cc1cnc(-c3ccco3)nc1)C2)N1CCCC1 | i
O=C(O)c1cc(-c2ccccc2)nc2c(Cl)cccc12 | i
Cc1cc2c(cc1C)NC(c1ccc(Cl)c(F)c1)C1=C(CC(C)(C)CC1=O)N2 (stereo unspecified) | i
COc1ccc(/C=C(\C#N)[N+](=O)[O-])cc1 | i
N#Cc1ccc(-c2csc(NC(=O)c3c(F)cccc3F)n2)cc1 | i
COc1cc(/C=C2/C(=O)N(c3ccc(F)cc3)N=C2C)ccc1OCc1ccccc1 | i
COc1ccc(C(=O)N2CCN=C2SCc2cc(C)ccc2C)c(OC)c1 | i
Cc1cc(C)n2nc(C(=O)N(C)Cc3ccc(C)o3)cc2n1 | ?
CCOC(=O)c1csc(Nc2nc3ccc(F)cc3s2)n1 | i
COCCNC(=O)c1ccc(CS(=O)(=O)c2ccc(OC)cc2)o1 | i
CCOC(=O)C1CCCN(C2CCCN(c3nc(C)c4ccc(S(C)(=O)=O)cc4n3)CC2)C1 (stereo unspecified) | i
CCOC(=O)c1[nH]ncc1[C@@H]1C[C@H](NC(C)=O)C[C@H](CC(C)C)O1 | i
COc1ccc(-c2nnc3c4ccccc4c(C)nn23)cc1 | i
Cn1ncc(Cl)c1-c1nc(-c2nonc2N)no1 | ?
O=C(C1c2ccccc2C(=O)N2CCc3ccccc3C12)N1CCN(Cc2ccccc2)CC1 (stereo unspecified) | ?
COc1ccc(C(=O)NC(Nc2ccccc2Cl)C(=O)c2ccccc2)cc1 (stereo unspecified) | ?
COc1ccc(/C=C/c2nc(N)nc(-c3ccccc3O)n2)cc1OC | ?
N/C(=N/OCC(=O)Nc1ccccc1[N+](=O)[O-])c1nonc1N | i
O=C1c2ccccc2-c2nc(=O)c3c4c(sc3n21)CCCC4 | i
N#CCc1ncc(-c2cc3cc(Br)cc(Br)c3oc2=O)s1 | i
CCOc1ccc(C(=O)N(c2cc(C)cc(C)c2)C2C=CS(=O)(=O)C2)cc1 (stereo unspecified) | i
COC[C@H]1CCCN1[C@@H]1[C@H](O)[C@H](CO)O[C@@H]1CNC(=O)NC(C)C | i
COc1ccc(C2C3C(=O)NC(=O)C3ON2c2ccc(Cl)cc2)cc1 (stereo unspecified) | 31%*
SMILES | ST2 IL33 inh
O=C(Nc1cccnc1)c1c(F)c(F)c(F)c(F)c1F | ?
CC(=O)c1ccc(Oc2cc(C)nc(N3CCOCC3)n2)cc1 | i
Cc1cc(OCC(=O)NCCc2nc3ccccc3[nH]2)ccc1C(C)C | i
COc1cccc(Cn2c(CNS(=O)(=O)c3cccc(Cl)c3)nc3cccnc32)c1 | i
CCc1[nH]c2c(CNC(=O)C(=O)c3ccco3)cc(C)cc2c1C | ?
COc1ccc(CN2CCCC2)cc1Oc1nccnc1OC | ?
Cc1cccn2c(CC(=O)N3CCC(O)(CN(C)C)C3)cnc12 (stereo unspecified) | ?
CN(C)c1cc[n+](CC(=O)c2ccc(Cl)cc2)cc1 | i
c1cnc(N2CCOCC2)c(CNCc2cccn2-c2nccs2)c1 | i
O=C(CSc1nnc(-c2cccnc2)n1-c1ccccc1)NCc1cccnc1 | ?
CC(=O)c1ccn(CC(=O)Nc2ccnn2CC2CCCCC2)n1 | i
COCCn1c(=O)[nH]c2cc(C(=O)NC3CC3)ccc2c1=O | i
OC(COc1ccc2c(c1)CCC2)CN1CCN(c2ccccn2)CC1 (stereo unspecified) | i
CCOC(=O)C1=NN(c2ccc(C)cc2)C2C(=O)N(c3ccc(C)cc3)C(=O)C12 (stereo unspecified) | i
CS(=O)(=O)c1ccc(CN2CCN(c3ccnc4ccccc34)CC2)cc1 | i
COc1ccc(Nc2cc(C)nc(Nc3ccc(NC(=O)CCC4CCCCC4)cc3)n2)cc1 | 40%*
COc1ccc2cc(C3CN(c4ncnc5c4CCC5)CCO3)ccc2c1 (stereo unspecified) | ?
O=C(Nc1ccccc1Cl)c1cc2ccccc2oc1=O | i
O=C(CSc1nnnn1-c1cccc(Cl)c1)Nc1ccc(Cl)cc1 | i
CCc1nc2nc(C)[nH]n2c(=O)c1NC(=O)Nc1ccc(C)c(Cl)c1 | i
Cc1[nH]cnc1C(=O)N1CCC(c2ccncc2)CC1 | i
COc1cc(NC(=O)c2noc3c2CCC3)c(OC)cc1Cl | i
CC(CO)CN(Cc1ccccc1)C(=O)c1cnn2ccccc12 (stereo unspecified) | i
COc1ccc(CCNC(=O)c2cc(CC(C)c3ccccc3)no2)cc1 (stereo unspecified) | ?
CCCc1cnc(C)nc1N1CCC2(CC1)C(=O)Nc1ccccc12 | ?

A different layout for 4 compounds above.
OC(COc1ccc2c(c1)CCC2)CN1CCN(c2ccccn2)CC1 (stereo unspecified)
- ST2 IL33 inh = i
CCOC(=O)C1=NN(c2ccc(C)cc2)C2C(=O)N(c3ccc(C)cc3)C(=O)C12 (stereo unspecified)
- ST2 IL33 inh = i
CS(=O)(=O)c1ccc(CN2CCN(c3ccnc4ccccc34)CC2)cc1
- ST2 IL33 inh = i
COc1ccc(Nc2cc(C)nc(Nc3ccc(NC(=O)CCC4CCCCC4)cc3)n2)cc1
- ST2 IL33 inh = 40%*
